NTR1 ag: agonists of NTR1, primary screen, imaging, U2OS cells, beta-arrestin-GFP, high content (AID 493036); 330,000 compounds, 0.17% hits; activation, % at 20 µM; NTR1-U2OS beta-arrestin-GFP spot imaging, agonist mode;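 active = activation at or above 40% of the spot to cytoplasm intensity ratio, with at least 20 cells analyzed; inconclusive = wells under 20 cells, flagged as cytotoxic or low count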;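 note: 0% = DMSO without peptide and 100% = 100 nM NTR1 peptide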
Target sequence (P30989 whole entry, looked up): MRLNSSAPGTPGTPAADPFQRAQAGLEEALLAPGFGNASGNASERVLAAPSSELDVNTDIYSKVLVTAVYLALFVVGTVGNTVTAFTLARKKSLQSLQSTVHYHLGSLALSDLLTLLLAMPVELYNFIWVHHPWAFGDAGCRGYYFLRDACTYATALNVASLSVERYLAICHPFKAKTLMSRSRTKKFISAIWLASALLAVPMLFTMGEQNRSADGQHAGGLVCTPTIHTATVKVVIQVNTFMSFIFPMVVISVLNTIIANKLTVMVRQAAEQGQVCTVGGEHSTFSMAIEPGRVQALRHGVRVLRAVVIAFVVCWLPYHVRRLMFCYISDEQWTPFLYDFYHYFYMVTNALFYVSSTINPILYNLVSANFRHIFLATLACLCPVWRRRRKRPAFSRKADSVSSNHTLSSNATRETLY
GPR35 arrestin U2OS: GPR35 antagonists blocking zaprinast-driven arrestin recruitment, primary screen, imaging, U2OS, beta-arrestin-GFP, zaprinast agonist (AID 2058); U2OS GPR35 beta-arrestin-GFP translocation imaging, zaprinast antagonism; higher % means a stronger effect; one-dose inhibition, % at 10 µM; IC50 in µM for titrated hits; 290,000 compounds, 0.052% hits;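 active = inhibition of at least 50% with at least 30 cells and total cytoplasm GFP at most 10,000,000; inconclusive = under 30 cells or total GFP of 10,000,000 plus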
Rac1 GTP hydrolysis: MgcRacGAP GTPase-activating activity inhibitors, confirmation, biochemical, ADP Hunter fluorescence. Rac GTPase-activating protein 1 (Homo sapiens). MgcRacGAP-stimulated Rac1 GTP hydrolysis, ADP Hunter fluorescence; higher % means a stronger effect; GST-tagged Rac1 F28L mutant substrate. inhibition, % at 30 µM, or IC50 in µM where a hit was titrated. 340,000 compounds, 0.6% hits. AID 624330, 2012;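 active = first-screen hits whose inhibition reached a set limit at any dose in the follow-up dose series; inconclusive = inhibition above the set first-screen limit but never retested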;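 note: fluorescence reports GDP produced by GAP-driven GTP hydrolysis; strong numbers were not always called active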
NS5 inhibitors: Dengue-2 NS5 methyltransferase inhibitors, primary screen, biochemical, confirmation dose response (AID 588689); Genome polyprotein (Dengue virus type 2 (strain 16681-PDK53)); 340,000 compounds, 0.3% hits; one-dose inhibition, % at 25 µM; IC50 in µM for titrated hits; Dengue-2 NS5 methyltransferase capping enzyme assay, biochemical; higher % means a stronger effect; in the data active = a potency from the dose series; inconclusive = inhibition above about 29% without an active follow-up result
AID2073: inhibitors of Mint1-CaV2.2 protein interaction, biochemical, HTRF (AID 2073) | Voltage-dependent N-type calcium channel subunit alpha-1B (Homo sapiens) | HTRF protein-protein interaction, Mint1-CaV2.2; higher % means a stronger effect | one-dose inhibition, % at 20 µM; IC50 in µM for titrated hits | 290,000 compounds, 0.19% hits; in the data active = inhibition mostly above about 51%, no sharp cut-off; inconclusive = no clear call, values can overlap the other calls; inactive = mostly below about 53%; note: some results filed as inactive read as strong as hits
Yfh1-depleted yeast: enhancers of respiration in Yfh1-depleted yeast, dose response, Friedreich's ataxia, plus single-dose screen (AID 1465). fold induction at 50 µM, or EC50 in µM where a hit was titrated. 220,000 compounds, 0.074% hits. S. cerevisiae Yfh1-off respiration, WST-1 reduction, 72 h; higher fold induction means a stronger effect;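 active = fold induction of absorbance versus untreated yeast above a set limit, then at least 30% activation at any dose in follow-up; inconclusive = repeats straddling the limit, or above it without dose testing; inactive = fold induction below the set limit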;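 note: activators that raise dye reduction in frataxin-depleted yeast; strong numbers were not always called active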
GPR55 LPI antagonism: GPR55 antagonists blocking LPI-driven arrestin recruitment, primary screen, imaging, U2OS, beta-arrestin-GFP, LPI agonist (AID 2013); G-protein coupled receptor 55 (Homo sapiens); U2OS GPR55 beta-arrestin-GFP translocation imaging, LPI antagonism; higher % means a stronger effect; inhibition, % at 10 µM, or IC50 in µM where a hit was titrated; 290,000 compounds, 0.13% hits;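 active = spots per cell inhibited over 60%, with over 100 cells counted and total cytoplasm intensity under 500,000; inconclusive = wells with under 100 cells, flagged as likely toxic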;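 note: U2OS cells stably carrying GPR55 and arrestin-GFP stimulated by 5 µM LPI near EC80; imaged beta-arrestin-GFP aggregate spots per cell after agonist stimulation; plate controls were LPI-stimulated DMSO wells for no effect and DMSO wells without LPI for full effect; some results filed as inactive read as strong as hits; confirmed hits need IC50 under 10 µM and bright autofluorescent wells are also inconclusive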
Large T inhibition: SV40 large T antigen inhibitors, biochemical (AID 1903); SV40 large T antigen ATPase/helicase inhibition assay; higher % means a stronger effect; inhibition, % at 20 µM; hits with a dose series show IC50 in µM; 310,000 compounds, 0.39% hits; in the data active = a potency from the dose series; inconclusive = inhibition mostly from about 32% at the one dose, without a potency; inactive = the rest, 99 in 100 with inhibition below about 32%; note: strong numbers were not always called active
GPR55 activation: GPR55 agonists via beta-arrestin recruitment, primary screen, imaging, U2OS cells, beta-arrestin-GFP redistribution (AID 1961); G-protein coupled receptor 55 (Homo sapiens); U2OS GPR55 beta-arrestin-GFP redistribution imaging; higher % means a stronger effect; activation, % at 10 µM, or EC50 in µM where a hit was titrated; 290,000 compounds, 0.048% hits;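 active = activation above 40% with more than 50 cells counted in the well; inconclusive = wells holding fewer than 50 cells, flagged as toxic or sparse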;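 note: U2OS osteosarcoma cells stably expressing GPR55 and beta-arrestin-GFP; plate controls were DMSO negative control for no effect and LPI positive control for full effect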
NTR1 ag cell count 20 µM: further read-out of NTR1 ag, marked with its call; cell count; measured here: cell count, cytotoxicity flag
NS5 inhibitors pilot replicate: also measured in NS5 inhibitors; calls as there; inhibition, %; measured here: pilot screen replicate inhibition
* hit, by the source's call; i = inactive; ? = inconclusive; nt = no result given.

SMILES	NTR1 ag	NTR1 ag cell count 20 µM	GPR35 arrestin U2OS	Rac1 GTP hydrolysis	NS5 inhibitors	AID2073	Yfh1-depleted yeast	GPR55 LPI antagonism	Large T inhibition	GPR55 activation	others
COc1cccc(/C=C2\SC(=S)N(CCCC(=O)N(CCO)c3ccccc3)C2=O)c1	35	61	-10%	9%	4%	11%	nt	21%	28%	-0.2%
COc1cc(CNC2CCCC2)cc(Cl)c1OCc1ccccc1F	5.6	48	-4%	3%	-4%	-2%	i	8%	3%	-0.2%
CC(C)N(Cc1cnn(C)c1)C(=O)C1CCC(=O)N(CCc2cccc(F)c2)C1 (stereo not drawn)	1.1	60	6%	4%	-1%	13%	nt	-11%	-4%	1.5%
O=C(Nc1nncs1)c1ccccc1NS(=O)(=O)c1cccs1	0.9	46	-5%	9%	-1%	8%	i	-3%	0%	-0.1%
CCC(C#CCN1CCOCC1)(CC)OCCC#N	0.3	46	-3%	11%	1%	-1%	i	9%	10%	-0.3%
CSC1=NCCN1C(=O)c1c(F)cccc1F	-1.0	62	-15%	6%	-2%	-3%	i	4%	12%	-0.1%
O=c1c2ccsc2ncn1Cc1cccc(C(F)(F)F)c1	-1.1	42	0%	11%	-2%	0%	i	12%	4%	0.1%
CCn1c(SCC(=O)Nc2cc(C)on2)nnc1-c1ccccc1	-0.2	90	29%	7%	-2%	4%	i	13%	11%	0.2%
Cc1c(C)c2ccc(O[C@@H]3O[C@H](CO)[C@@H](O)[C@H](O)[C@H]3O)c(C)c2oc1=O	0.0	42	2%	4%	-2%	4%	nt	6%	4%	0.7%
O=C(OCC(=O)N1CCc2ccccc21)c1cccnc1Cl	-1.1	58	4%	8%	0%	4%	i	22%	9%	0.0%
CCOC(=O)C1=C(C)OC(N)=C(C#N)C1c1cc(OC)c2c(c1)OCO2 (stereo not drawn)	0.3	50	-2%	5%	-9%	-4%	i	-5%	6%	0.5%
Cc1ccc(NC(=O)c2cccs2)cc1[N+](=O)[O-]	0.7	61	16%	1%	-1%	4%	i	-8%	12%	0.9%
COc1ccccc1CNc1ccccc1F	-1.4	95	7%	4%	-4%	-8%	i	-6%	25%	0.1%
CCN(c1ccccc1)S(=O)(=O)c1csc(C(N)=O)c1	0.6	88	0%	5%	4%	9%	nt	0%	11%	-0.1%
CC(C)(C)C(=O)NC(=O)Nc1ccccc1C(F)(F)F	1.4	51	18%	2%	-8%	-7%	i	0%	3%	-0.2%
CC(=O)N/C(=C/c1ccc2c(c1)OCO2)C(=O)NCCO	1.6	49	-3%	3%	-9%	-7%	i	-1%	11%	0.4%
O=C(NCc1ccccc1Cl)C1CCN(C(=O)c2ccco2)CC1	-1.2	40	12%	nt	nt	4%	nt	-2%	3%	-0.1%
CCCCc1c(C)c(C#N)c2nc3ccccc3n2c1Nc1c(C)n(C)n(-c2ccccc2)c1=O	1.0	60	8%	9%	23%	-8%	i	-1%	10%	-0.1%
O=c1c2cn[nH]c2[nH]c(=S)n1-c1cccc(Cl)c1	1.0	51	-6%	1%	-6%	-19%	i	-1%	6%	0.2%
OC1(c2ccc(Br)cc2)CCNCC1	-0.6	51	10%	8%	-10%	-10%	i	-9%	11%	-0.3%
Cc1cn2c(=O)c(C(=O)N3CCN(c4ccccc4F)CC3)cnc2s1	0.8	57	nt	3%	-1%	nt	nt	nt	14%	nt
O=C(c1ccc([N+](=O)[O-])cc1)N1CCN(c2ncc(Br)cn2)CC1	2.4	44	-9%	nt	3%	-7%	nt	6%	3%	-0.1%
OCCC1CCCCN1CC(O)COCc1ccc(Cl)cc1 (stereo not drawn)	-1.6	63	-6%	16%	-15%	10%	nt	9%	6%	1.3%
CCN(CC(=O)Nc1ccccc1C(=O)Nc1ccccc1)Cc1nc2ccccc2c(=O)[nH]1	2.8	68	-2%	7%	-5%	18%	i	-6%	-1%	0.8%
CCNC(=S)Nc1ccc(-c2nc3ccccc3[nH]2)cc1	0.8	37	4%	1%	-1%	3%	i	-5%	4%	-0.4%
Cc1cnc(C(=O)OCC(=O)Nc2cc(S(=O)(=O)N3CCCCC3)ccc2Cl)cn1	-0.4	79	18%	13%	-1%	20%	i	0%	-2%	0.0%
COc1ccc(-c2nnc(SCC(=O)NCc3ccco3)o2)cc1	0.3	50	-7%	5%	-7%	32%	i	-4%	7%	-0.2%
O=C(c1ccc(Cl)cc1)N(c1ccccn1)C1CCCCC1	-0.7	41	12%	5%	-5%	-6%	i	-16%	-2%	-0.2%
Cc1c(Cl)c([N+](=O)[O-])nn1CCCC(=O)N(Cc1ccccc1)Cc1ccccc1	-2.0	39	-1%	12%	5%	1%	i	4%	13%	0.6%
CCc1nc2ccc(C)cc2c(C(=O)NC2CCCCC2C)c1C (stereo not drawn)	0.0	96	1%	2%	3%	26%	i	-2%	-7%	0.2%	NS5 inhibitors pilot replicate=-2.3
O=C(Oc1cccc(NC(=O)c2ccco2)c1)c1cccc(S(=O)(=O)N2CCCCC2)c1	2.4	88	-23%	7%	-10%	1%	i	6%	-2%	0.4%
CCN(CC)S(=O)(=O)c1cc(C(=O)c2nccn2C)ccc1Cl	-0.6	66	-9%	15%	-1%	-13%	i	5%	5%	-0.5%
Nc1cc(C(=O)OCC(=O)NCCCc2ccccc2)ccc1Cl	-0.9	91	-11%	-2%	-6%	0%	nt	-9%	4%	-0.1%
COc1ccc(/C=N/NC(=O)c2ccc3c(c2)OCO3)c(C(=O)O)c1OC	1.8	46	-4%	2%	5%	12%	nt	13%	1%	0.0%
O=C(CN1CCN(CC(=O)Nc2ccc(Cl)cc2)CC1)Nc1ccc(F)cc1	0.1	74	-19%	5%	-7%	-8%	nt	-4%	2%	-0.3%
NC(=O)CCCn1c(C(=O)c2ccc(Cl)cc2)c2ccc([N+](=O)[O-])cc2[n+]1[O-]	-0.4	47	nt	7%	-2%	nt	nt	nt	7%	nt
COc1ccccc1N1CCN(C2CCCCC2NS(=O)(=O)c2ccc(Cl)cc2)CC1 (stereo not drawn)	4.9	59	7%	2%	-3%	-7%	nt	-9%	3%	0.2%
CCc1nc2ccccc2c(C(=O)OCCN2C(=O)c3ccccc3C2=O)c1C	3.3	37	-13%	6%	4%	-5%	i	12%	?	-0.3%
O=C(c1cccc(F)c1)N(Cc1nc2ccccc2c(=O)[nH]1)C1CCCC1	0.3	41	17%	-15%	-10%	-2%	i	10%	22%	-0.2%
NC(=O)N1CCc2ccccc21	2.8	51	-2%	8%	-5%	9%	i	6%	-2%	-0.5%
Cn1c(=O)[nH]c(=O)c2c1nc(NCCc1ccccc1)n2CC(O)COc1ccccc1 (stereo not drawn)	0.1	55	9%	5%	-2%	-2%	i	7%	2%	-0.2%
Cc1cccc(NC(=O)CSc2nc(C)c(Cc3ccccc3)c(=O)[nH]2)c1C	0.4	40	-3%	nt	nt	4%	i	4%	2%	-0.2%
C=CCNCCCCOc1ccc(OCC)cc1	-1.6	88	-6%	11%	-2%	-3%	nt	8%	19%	1.2%
CCOC(=O)[C@@H]1[C@H]2COc3ccc(Br)cc3[C@@H]2N2C(=O)N(c3ccccc3)C(=O)[C@]12C	2.1	91	9%	6%	-3%	-2%	nt	-2%	9%	0.7%
CCc1ccc(OCCNC(=O)c2ccc(S(=O)(=O)N(C)C)cc2)cc1	2.0	58	-5%	0%	-3%	14%	i	1%	-2%	0.8%
CCOC(=O)c1sc(SC)c(C(C)=O)c1C	0.1	49	-10%	-8%	1%	-3%	i	2%	0%	-0.1%
CC(=O)c1ccc(N2CCN(C(=O)C3CCCN(S(=O)(=O)c4cnc[nH]4)C3)CC2)cc1 (stereo not drawn)	-0.9	77	-1%	9%	-1%	-1%	i	9%	-1%	0.3%
Cc1oc(-c2cccc(Cl)c2)nc1CS(=O)(=O)CC(=O)NC1CCCC1	0.8	61	11%	6%	-9%	1%	nt	-6%	4%	-0.2%
COc1cccc(NC(=O)C2CSC3(C)CCC(=O)N23)c1 (stereo not drawn)	0.0	40	nt	7%	-2%	nt	nt	nt	9%	nt
COCCOC1CCN(C(=O)c2cc(COc3ccc(F)cc3F)on2)CC1	-0.7	58	11%	0%	-5%	6%	nt	10%	2%	-0.1%
COC(=O)c1sccc1NC(=O)c1ccc(Br)s1	11	80	-1%	0%	-3%	8%	i	3%	20%	0.0%
O=C(CNS(=O)(=O)c1ccc(F)cc1)N1CCOCC1	-1.5	43	0%	-2%	4%	-9%	nt	6%	10%	0.0%
COc1ccc(C(=O)NCc2nnc(SCC(=O)Nc3cccc(C(F)(F)F)c3)o2)cc1OC	-1.2	88	-1%	16%	-5%	-4%	i	-16%	-1%	-0.2%
Cc1ccc(S(=O)(=O)Nc2cc3c4c(c2)CCC(=O)N4CCC3)cc1	-0.5	52	nt	11%	-9%	nt	nt	nt	14%	nt
CCCN(CCC)c1nc(N(CCC)CCC)[nH]c(=O)n1	0.2	38	-3%	-4%	-4%	-2%	i	-2%	6%	-1.2%
O=C(Cc1ccc([N+](=O)[O-])cc1)NCc1cccnc1	-0.1	62	0%	4%	0%	12%	nt	2%	14%	0.5%
Oc1ccccc1C1=NCCNC(C(F)(F)C(F)F)=C1	-1.6	48	-3%	3%	-2%	12%	i	0%	21%	0.0%
Cc1csc(-c2cnn(-c3ccccc3)c2NC(=O)c2cccc(C(F)(F)F)c2)n1	0.7	81	4%	10%	-9%	7%	i	8%	1%	-0.2%
O=C(CSc1nc(-c2ccccc2)cc(C(F)(F)F)n1)c1cccc([N+](=O)[O-])c1	-0.1	39	-6%	7%	-4%	38%	i	15%	7%	-0.1%

Assay outcomes as filed in PubChem.
